High-throughput results (PubChem)
HEK293 NFkB inh – inhibitors of PMA/ionomycin-induced NF-kB reporter, primary screen, antigen receptor NF-kB inhibitor project, cell-based, HEK-293 luciferase reporter, luminescence; HEK-293 NF-kB luciferase reporter; inhibition, % at 3 µM; 62,000 tested, 0.21% active; AID 465, 2006;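 active means inhibition above the mean of all tested compounds plus 3 SD, cut at about 40% in these data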;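 further: 0% = stimulated DMSO wells and 100% = 10 µM reference inhibitor 5653914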
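Reagent: PMA plus ionomycin mix as NF-kB-activating stimulus. Assay system: NF-kB luciferase reporter HEK-293 cells. Technique: luminescence from luciferase substrate reagent. Incubation: 1 h compound pre-incubation, 16 h PMA/ionomycin at 37 °C. Benchmarks: DMSO only as uninhibited control, 10 µM reference inhibitor as full inhibition. Repeats: tested once.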
Jurkat tox 60K – cytotoxicity toward Jurkat T cells, primary screen, cytotoxicity control, cell-based, Jurkat E6.1, 60K MLSMR library; Jurkat E6.1 viability, ATP luminescence, 48 h; inhibition, % at 4 µM; 56,000 tested, 1.2% active; AID 463, 2006;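 active means inhibition above the mean inhibition of all tested compounds plus 3 SD, cut at about 28% in these data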
M1 antagonist – antagonists of rat M1 muscarinic receptor; Muscarinic acetylcholine receptor M1 (Rattus norvegicus), P08482; CHO-M1 cells, Fluo-4 calcium, ACh EC80 antagonist mode; stronger effect = lower value; B-score at 10 µM; 64,000 tested, 3.4% active; AID 628, 2007;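 active means calcium fluorescence response, raw or row-and-column corrected B-score, differing from the plate sample mean either way at a set confidence level, mostly lower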
E coli RNAP – E. coli RNAP inhibitors, biochemical; DNA-directed RNA polymerase subunit beta (Escherichia coli (strain K12)), P0A8V2; E. coli RNA polymerase, fluorescence transcription assay; inhibition, %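 (tested at 10 µM)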; 62,000 tested, 0.2% active; in the data active means inhibition above about 20%;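 further: 0% = enzyme without compound and 100% = no enzyme blank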
Target sequence (P0A8V2 whole entry, looked up): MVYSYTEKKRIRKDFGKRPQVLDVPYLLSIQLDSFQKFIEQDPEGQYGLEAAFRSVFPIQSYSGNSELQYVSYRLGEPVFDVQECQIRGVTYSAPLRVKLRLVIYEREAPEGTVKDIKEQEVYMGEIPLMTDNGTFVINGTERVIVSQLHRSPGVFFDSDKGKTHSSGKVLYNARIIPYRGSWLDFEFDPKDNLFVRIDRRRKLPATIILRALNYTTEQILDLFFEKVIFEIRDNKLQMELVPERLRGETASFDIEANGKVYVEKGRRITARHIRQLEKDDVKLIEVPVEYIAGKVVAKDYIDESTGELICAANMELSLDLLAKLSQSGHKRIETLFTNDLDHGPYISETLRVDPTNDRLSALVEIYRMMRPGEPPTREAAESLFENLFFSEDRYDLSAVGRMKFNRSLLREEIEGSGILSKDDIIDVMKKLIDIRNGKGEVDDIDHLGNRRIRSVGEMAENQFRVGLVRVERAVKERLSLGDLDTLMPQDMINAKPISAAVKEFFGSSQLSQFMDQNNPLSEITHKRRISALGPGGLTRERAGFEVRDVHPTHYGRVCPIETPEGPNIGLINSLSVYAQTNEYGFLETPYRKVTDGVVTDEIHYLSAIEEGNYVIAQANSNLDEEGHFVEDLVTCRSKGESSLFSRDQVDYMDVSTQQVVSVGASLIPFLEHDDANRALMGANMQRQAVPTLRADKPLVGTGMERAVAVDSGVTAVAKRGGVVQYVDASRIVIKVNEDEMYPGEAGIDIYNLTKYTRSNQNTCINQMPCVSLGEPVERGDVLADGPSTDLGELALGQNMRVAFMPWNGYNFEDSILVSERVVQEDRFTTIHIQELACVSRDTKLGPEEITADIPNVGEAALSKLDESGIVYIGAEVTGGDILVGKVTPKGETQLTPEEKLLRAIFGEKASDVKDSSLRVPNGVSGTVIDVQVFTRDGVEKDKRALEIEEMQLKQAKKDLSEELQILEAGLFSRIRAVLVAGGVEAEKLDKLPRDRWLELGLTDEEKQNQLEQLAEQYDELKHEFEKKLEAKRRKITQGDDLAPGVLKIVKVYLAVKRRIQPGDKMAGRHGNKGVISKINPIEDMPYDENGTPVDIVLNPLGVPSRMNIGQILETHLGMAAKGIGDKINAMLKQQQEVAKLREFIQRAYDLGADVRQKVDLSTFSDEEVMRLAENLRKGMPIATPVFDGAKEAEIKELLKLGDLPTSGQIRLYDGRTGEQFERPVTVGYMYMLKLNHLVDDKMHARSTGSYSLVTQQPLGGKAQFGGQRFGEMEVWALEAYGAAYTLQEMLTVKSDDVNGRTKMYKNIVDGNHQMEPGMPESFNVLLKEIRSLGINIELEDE
S1P3 ag – human S1P3 receptor agonists, primary screen, cell-based, primary and confirmation, NFAT-BLA reporter; AID 373, 2006; 60,000 tested, 0.1% active; activation, % at 4.5 µM; S1P3 NFAT-BLA reporter cells, agonism, FRET ratio; relative to 1 µM S1P, basal subtracted; Sphingosine 1-phosphate receptor 3 (Homo sapiens), Q99500;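 active means activation above the screen-wide mean plus 3 SD, cut at about 4.5% in these data, passing the limit was not always enough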; further: some compounds called inactive have numbers as strong as hits
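Assay system: stable CHO line with human S1P3, Gα16, NFAT-BLA reporter; Detection: FRET β-lactamase substrate fluorescence, excitation 405 nm, 460/535 nm emission ratio, background-subtracted; Read-out: percent activation versus median 1 µM S1P response, basal-subtracted, per plate; Incubation: cells plated overnight, compound 4 h 37 °C, substrate 2 h RT.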
D1 allo mod – D1 CRE-luciferase signal change, two-sided – cell-based, HEK293 D1, dopamine EC30, D1 allosteric modulator project, primary screen; D(1A) dopamine receptor (Homo sapiens), P21728; dopamine EC30 potentiation; actives deviate in either direction; B-score at 10 µM; 58,000 tested, 5.9% active; AID 641, 2007;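 active means luminescence count or its row- and column-corrected plate score outside the 99.7% band of the plate's sample wells, on either side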
S1P1 ag-PAM – S1P1 agonists and agonism potentiators, primary screen, cell-based, primary and confirmation screens, CRE-bla reporter | Sphingosine 1-phosphate receptor 1 (Homo sapiens), P21453 | S1P1 CRE-bla cells, forskolin, beta-lactamase FRET, potentiator mode; S1P1 agonist co-added at EC20, 2 nM; 100% = saturating reference agonist, 0% = basal | activation, % at 9.5 µM | 56,000 tested, 0.57% active;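 active means activation above a cutoff set at the mean activation of all tested compounds plus 3 SD, cut at about 54% in these data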;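 further: forskolin at 4 µM as EC80 and the EC20 agonist is SEW2871; 100% = SEW2871 at its EC100 plus forskolin at EC80; some compounds past the cut are filed as inactive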
TNAP act DEA – human TNAP enzyme activators, primary screen, biochemical, luminescent, intermediate phosphate acceptor level. activation factor at 20 µM. 64,000 tested, under 10 active. Alkaline phosphatase, tissue-nonspecific isozyme (Homo sapiens), P05186. purified TNAP, CDP-star luminescence, 100 mM DEA, 30 min; stronger effect = higher value; scale: 0 levamisole-inhibited, 1 vehicle-only enzyme;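 active means activation factor of at least 2 at 20 µM, relative to controls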
M1 ag – M1 muscarinic receptor agonists, primary screen, CHO-M1 cells, Fluo-4 calcium, agonist mode; Fluo-4 calcium fluorescence; stronger effect = higher value; B-score at 10 µM; 64,000 tested, 3% active; Muscarinic acetylcholine receptor M1; AID 626, 2007;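 active means fluorescence rise, raw or as B-score row- and column-corrected plate score, outside the 99.7% band of its plate's samples, either direction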
* = called active by the depositor; / = no result given.

SMILES	HEK293 NFkB inh	Jurkat tox 60K	M1 antagonist	E coli RNAP	S1P3 ag	D1 allo mod	S1P1 ag-PAM	TNAP act DEA	M1 ag
CCOC(=O)c1oc2ccccc2c1CN1CCN(c2ccccc2)CC1	-1	5	0.87	10	-0.5	-0.32	-17	0.9	0.11
O=C(OC(C(=O)NCC1CCCO1)c1ccccn1)c1cccs1 (configuration not stated)	13	/	-0.037	6	/	0.042	/	0.9	-0.46
Cc1cccc2cc(CN(CCCO)C(=O)Nc3cccc(Cl)c3)c(=O)[nH]c12	26	6	0.17	4	-1.2	/	-5	0.9	-0.0031
CC1CCN(Cc2nc3c(c(=O)n(C)c(=O)n3C)n2Cc2cccc3ccccc23)CC1	23	-4	0.079	12	-0.5	-0.88	0	0.8	0.034
CCOC(=O)c1ccccc1NC(=O)C1COc2ccccc2O1 (configuration not stated)	-2	-3	0.4	6	4.9	1.6	-38	0.9	0.86
COc1cc2cc(CN(Cc3nnnn3C3CCCC3)C3CCCC3)c(=O)[nH]c2cc1OC	12	-8	-0.49	/	1.3	1.5	0	0.9	1.3
CCOC(=O)CN(C(=O)CSc1nnc2c(n1)[nH]c1ccc(OC)cc12)c1ccc(F)cc1	12	2	-0.86	-3	-0.5	-0.41	-15	0.9	0.77
CCOC(=O)c1[nH]c2cc3c(cc2c1NC(=O)CN1CCC2(CC1)OCCO2)OCO3	/	/	-0.039	-12	-2.6	/	4	1	1.5
CC(=O)/C(CN1CCCCC1)=N\O	3	-1	-0.25	4	-0.4	0.019	-12	0.9	-0.73
O=C(c1ccc2c(c1)N(Cc1ccccc1)C(=O)CS2)N1CCOCC1	8	/	-0.036	-2	/	-0.045	/	0.9	0.22
COc1ccc(-c2noc(CN3CCN(c4ccccc4)CC3)n2)cc1	13	-2	0.56	4	-0.3	-0.32	-5	0.9	-1
Cc1onc(-c2c(Cl)cccc2Cl)c1C(=O)Nc1ccc2c(c1)OCO2	10	0	-2.4	7	-1.0	-0.26	-10	0.9	-0.0097
CCc1nc(SCC(=O)NCc2ccco2)c2c(=O)n(C)c(=O)n(C)c2n1	11	0	-0.1	9	-0.5	-0.1	-6	0.9	0.19
CCN(CCNC(=O)C1CCN(Cc2nc(-c3ccc(Cl)cc3)oc2C)CC1)c1ccccc1	17	7	-1.3	7	-0.9	0.99	18	0.9	0.71
CCOc1ccc(-c2cc(CCCC(=O)NCCCOC)no2)cc1	37	/	0.38	7	/	-0.3	/	1	-1.5
COc1cc(OC)cc(C(=O)Nc2ccccc2NC(C)=O)c1	4	3	0.9	8	-0.8	-0.52	-23	0.9	-0.72
COc1ccc(CNC(=O)C2C3C=CC4(CN(Cc5cccnc5)C(=O)C24)O3)cc1 (configuration not stated)	6	7	-0.035	3	0.9	1.3	-20	0.9	-0.26
Cc1cc(C)cc(NC(=O)CSc2nnc(Cn3c(=O)sc4ccccc43)n2C)c1	-2	-12	0.61	11	0.3	0.69	-20	1	-0.4
COc1cc(NC(=O)C(F)(F)F)cc(OC)c1	-1	-3	0.21	3	0.4	-1.6	-8	0.9	-0.52
O=C(NC1CCCCCCC1)c1ccc(CNc2c(N3CCOCC3)c(=O)c2=O)cc1	14	2	0.075	0	-0.3	0.0031	-8	0.9	-0.48
CCN(CC)c1ccc(NC(=O)CN2C(=O)CC(C)(C)S(=O)(=O)c3ccccc32)c(C)c1	23	6	0.055	0	-0.9	0.021	-8	0.9	-0.00091
COc1ccc(C(=O)N2CCSC2=S)cc1OC	13	2	0.6	7	0.3	0.52	11	0.8	0.0087
CN1CCN(C2=C(Cl)C(=O)N(Cc3ccccc3)C2=O)CC1	16	3	-5.6*	5	-1.7	-0.66	16	1	-0.3
Cc1ccc(CNC(=O)Nc2ccccc2)cc1	-16	-3	0.67	3	-0.5	-1.3	4	0.8	0.28
CN1C(=O)C2(NCCc3c2[nH]c2ccccc32)c2ccccc21 (configuration not stated)	-5	-3	-0.084	10	-1.0	-0.67	-11	0.9	0.13

Sorted by formula weight (rising): part of the list above
SMILES	HEK293 NFkB inh	Jurkat tox 60K	M1 antagonist	E coli RNAP	S1P3 ag	D1 allo mod	S1P1 ag-PAM	TNAP act DEA	M1 ag
COc1ccc(C(=O)N2CCSC2=S)cc1OC	13	2	0.6	7	0.3	0.52	11	0.8	0.0087
CCOC(=O)c1[nH]c2cc3c(cc2c1NC(=O)CN1CCC2(CC1)OCCO2)OCO3	/	/	-0.039	-12	-2.6	/	4	1	1.5
CC1CCN(Cc2nc3c(c(=O)n(C)c(=O)n3C)n2Cc2cccc3ccccc23)CC1	23	-4	0.079	12	-0.5	-0.88	0	0.8	0.034

Later entries
SMILES	HEK293 NFkB inh	Jurkat tox 60K	M1 antagonist	E coli RNAP	S1P3 ag	D1 allo mod	S1P1 ag-PAM	TNAP act DEA	M1 ag
COc1ccc(C(CNC(=O)c2ccc3c(c2)C(=O)N(CCC(C)C)C3=O)N2CCOCC2)cc1 (configuration not stated)	9	-4	-2.1	6	0.0	0.012	10	0.9	0.0052
O=C(O)C1CCCN1C(=O)Nc1ccc(F)cc1 (configuration not stated)	4	-5	1.1	3	0.2	0.4	7	0.9	0.022
CC(C)=C1SC(N2CCN(Cc3ccccc3)CC2)=NC1=O	-8	6	0.26	1	-2.1	-0.17	-1	1	-1.1
COc1ccc(-c2c3c([nH]c(=S)c2C#N)CCC3)cc1	/	/	0.64	1	-2.0	/	12	0.9	-1.4
COc1ccc(CCNC(=O)CN2C(=O)c3ccccc3S2(=O)=O)cc1OC	6	-3	0.095	1	0.1	4.3*	-17	0.9	-0.078
CCNCCNC(=O)c1c(O)c2cccc3c2n(c1=O)CCC3	10	/	0.58	4	/	/	/	1	-0.46
N#Cc1ccccc1Sc1ccccc1C(=O)N1CCOCC1	6	-10	0.3	8	0.3	0.065	-5	0.9	0.17
CCOC(=O)CNC(=O)c1c2c(nc3ccccc13)CCCC2	3	2	-0.83	-4	-0.5	-0.36	/	0.9	1
Cc1ccc(C(=O)NC2CCS(=O)(=O)C2)cc1S(=O)(=O)N1CCCCC1 (configuration not stated)	11	-5	0.27	6	-0.6	0.78	-12	0.9	0.54
COc1ccc(OC)c(C2C(C(=O)c3ccco3)=C(O)C(=O)N2CCCN2CCOCC2)c1 (configuration not stated)	/	/	0.083	11	-1.0	0.24	1	0.9	-0.2
CC1CCN(C(c2ccc(N(C)C)cc2)c2nnnn2Cc2ccc(F)cc2)CC1 (configuration not stated)	10	-1	-0.71	0	-1.1	0.13	-10	0.9	-0.55
O=C(O)Cn1ncc2c1-c1ccoc1CC2	-3	1	-0.8	8	0.4	/	-8	0.7	-0.55
COCCCNC(=O)c1ccccc1NS(C)(=O)=O	-1	-6	0.21	5	-0.7	-0.61	/	0.9	-0.54
COC(=O)C1CCN(C(=O)c2ccc(NC(C)=O)cc2)CC1	16	0	-0.45	7	-0.4	1.1	-2	0.9	-0.41
Cc1ccc(NC(=O)CCn2c(=O)oc3ccccc32)cc1	4	-5	-0.73	13	-0.1	-1.2	-6	1	-0.58
CCN(CCCNC(=O)C1CCN(S(=O)(=O)N2CCC3(CC2)OCCO3)CC1)c1ccccc1	12	3	0.1	-3	0.2	-0.67	-2	1.1	-0.066
CCC(C)(C)NC(=O)C(OC(=O)c1ccco1)c1ccccc1OC (configuration not stated)	9	1	0.42	4	0.1	-0.15	-1	0.9	0.44
COc1ccc(O)c(C=Nc2cc(C)on2)c1	18	3	-0.24	7	-1.9	2.3	0	0.9	0.062

Among those listed so far, 14 contain sulfur:
SMILES	HEK293 NFkB inh	Jurkat tox 60K	M1 antagonist	E coli RNAP	S1P3 ag	D1 allo mod	S1P1 ag-PAM	TNAP act DEA	M1 ag
O=C(OC(C(=O)NCC1CCCO1)c1ccccn1)c1cccs1 (configuration not stated)	13	/	-0.037	6	/	0.042	/	0.9	-0.46
CCOC(=O)CN(C(=O)CSc1nnc2c(n1)[nH]c1ccc(OC)cc12)c1ccc(F)cc1	12	2	-0.86	-3	-0.5	-0.41	-15	0.9	0.77
O=C(c1ccc2c(c1)N(Cc1ccccc1)C(=O)CS2)N1CCOCC1	8	/	-0.036	-2	/	-0.045	/	0.9	0.22
CCc1nc(SCC(=O)NCc2ccco2)c2c(=O)n(C)c(=O)n(C)c2n1	11	0	-0.1	9	-0.5	-0.1	-6	0.9	0.19
Cc1cc(C)cc(NC(=O)CSc2nnc(Cn3c(=O)sc4ccccc43)n2C)c1	-2	-12	0.61	11	0.3	0.69	-20	1	-0.4
CCN(CC)c1ccc(NC(=O)CN2C(=O)CC(C)(C)S(=O)(=O)c3ccccc32)c(C)c1	23	6	0.055	0	-0.9	0.021	-8	0.9	-0.00091
COc1ccc(C(=O)N2CCSC2=S)cc1OC	13	2	0.6	7	0.3	0.52	11	0.8	0.0087
CC(C)=C1SC(N2CCN(Cc3ccccc3)CC2)=NC1=O	-8	6	0.26	1	-2.1	-0.17	-1	1	-1.1
COc1ccc(-c2c3c([nH]c(=S)c2C#N)CCC3)cc1	/	/	0.64	1	-2.0	/	12	0.9	-1.4
COc1ccc(CCNC(=O)CN2C(=O)c3ccccc3S2(=O)=O)cc1OC	6	-3	0.095	1	0.1	4.3*	-17	0.9	-0.078
N#Cc1ccccc1Sc1ccccc1C(=O)N1CCOCC1	6	-10	0.3	8	0.3	0.065	-5	0.9	0.17
Cc1ccc(C(=O)NC2CCS(=O)(=O)C2)cc1S(=O)(=O)N1CCCCC1 (configuration not stated)	11	-5	0.27	6	-0.6	0.78	-12	0.9	0.54
COCCCNC(=O)c1ccccc1NS(C)(=O)=O	-1	-6	0.21	5	-0.7	-0.61	/	0.9	-0.54
CCN(CCCNC(=O)C1CCN(S(=O)(=O)N2CCC3(CC2)OCCO3)CC1)c1ccccc1	12	3	0.1	-3	0.2	-0.67	-2	1.1	-0.066
